Source: PubChem BioAssay (several laboratories)
KCNK9 inh = human KCNK9 channel inhibition; 1.2% of 310,000 active; Q9NPC2; HEK293 KCNK9, FluxOR thallium flux fluorescence; hits give low values; AID 488922; B-score at 10 µM;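 active = ratio B-score over 3 SD below the library mean, with starting fluorescence within 5 SD of its mean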;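 note: negative B-score means less thallium flux so channel inhibition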
KCNK3 inh = human KCNK3 channel inhibition, primary screen | O14649 | CHO-KCNK3 thallium flux, FluxOR fluorescence; hits give low values | B-score at 10 µM | 0.84% of 340,000 active | AID 602410;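 active = B-score under library mean minus 4 SD, starting fluorescence ratio at most library mean plus 5 SD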;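 note: more negative B-score means stronger inhibition of thallium flux through KCNK3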
Target sequence (O14649 whole entry, looked up): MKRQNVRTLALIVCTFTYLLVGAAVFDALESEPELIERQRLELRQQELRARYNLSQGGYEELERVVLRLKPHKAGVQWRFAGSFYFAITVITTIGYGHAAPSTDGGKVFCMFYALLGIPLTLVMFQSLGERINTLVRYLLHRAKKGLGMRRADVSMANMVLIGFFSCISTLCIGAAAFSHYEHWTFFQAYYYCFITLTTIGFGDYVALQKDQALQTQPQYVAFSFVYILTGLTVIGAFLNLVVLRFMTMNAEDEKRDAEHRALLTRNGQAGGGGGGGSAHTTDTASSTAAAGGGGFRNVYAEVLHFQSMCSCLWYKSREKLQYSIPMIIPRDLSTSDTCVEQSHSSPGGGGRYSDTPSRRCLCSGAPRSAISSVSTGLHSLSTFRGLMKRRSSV
TRPC4 act = TRPC4 (mouse) channel activation; 0.49% of 310,000 active; B-score at 10 µM; Q9QUQ5; AID 2237; HEK293 TRPC4beta/mu-opioid, Fluo4 calcium fluorescence; hits give high values;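 active = B-score above 5 SD of library B-scores, and initial fluorescence ratio not above library mean plus 5 SD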;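 note: positive B-score marks a calcium rise read as TRPC4 activation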
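Incubation: 45 min room-temperature Fluo4 loading, 110 s read / System: HEK293 cells stably co-expressing mouse TRPC4beta and mu-opioid receptor / Signal: Fluo4 fluorescence, kinetic / Control set: buffer (low) and maximal DAMGO (high) / Measure: integrated baseline-normalised fluorescence ratio, converted to per-well B score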
Dyrk1A ADPGlo = Dyrk1A (rat) kinase inhibition; Q63470; ADP-Glo luminescence, NFATc1 peptide; inhibition, % at 12.5 µM; 0.43% of 310,000 active; in the data active = inhibition above about 50%;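 note: plate controls were vehicle with enzyme for no effect and no enzyme for full effect; many of its hits are not listed in these tables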
ANO1 block = inhibitors of mouse TMEM16A calcium-activated chloride channel; Q8BHY3; HEK293 TMEM16A/YFP iodide influx fluorescence, ionomycin; normalized B-score (activity score, 25-100; higher = stronger inhibition) at 10 µM; 1.2% of 310,000 active; AID 588511;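 active = ratio plate-corrected score three or more library SD toward inhibition, starting fluorescence score within five deviations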;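 note: score derived from kinetic fluorescence span divided by baseline fluorescence per well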
TRPC4 potent = TRPC4 (mouse) allosteric potentiation. B-score at 10 µM. 0.42% of 310,000 active. HEK293 TRPC4beta/mu-opioid, DAMGO EC20, Fluo-4 Ca2+ flux; hits give high values;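 active = B-score of calcium response area above 5 SD of library B-scores, with initial fluorescence ratio within 5 SD of library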;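 note: B-score of integrated fluorescence ratio over time as area under calcium response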
KCNQ1 block = inhibitors of human KCNQ1 potassium channel; CHO-K1 KCNQ1, FluxOR thallium flux fluorescence; hits give high values; 1.3% of 310,000 active; B-score at 10 µM;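 active = compounds whose thallium flux B-score, printed positive for inhibition, exceeds three library SD while starting fluorescence stays within three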;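 note: channel opened by potassium depolarization with thallium stimulus after 20 min compound exposure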
hERG protect = shields human hERG channel from block by proarrhythmic agents; CHO-hERG, FluxOR thallium flux, dofetilide IC70 present; activation (rescue from dofetilide block), less the hit threshold, % at 10 µM; 0.51% of 310,000 active; AID 1511;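 active = activation above the mean of controls blocked by dofetilide plus 5 SD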;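 note: thallium influx through hERG after potassium depolarization seen as dye fluorescence rise; in these data hits start at about 4.7%; inactives centre near -7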
HDAC3 inhib = inhibitors of human histone deacetylase 3; AID 2718; inhibition, % at 8.3 µM; 0.15% of 320,000 active; recombinant HDAC3, fluorogenic peptide/trypsin coupled, fluorescence; in the data active = inhibition above about 26%, passing the limit was not always enough; inconclusive = no clear call, values can overlap the other calls
Target sequence (O15379 whole entry, looked up): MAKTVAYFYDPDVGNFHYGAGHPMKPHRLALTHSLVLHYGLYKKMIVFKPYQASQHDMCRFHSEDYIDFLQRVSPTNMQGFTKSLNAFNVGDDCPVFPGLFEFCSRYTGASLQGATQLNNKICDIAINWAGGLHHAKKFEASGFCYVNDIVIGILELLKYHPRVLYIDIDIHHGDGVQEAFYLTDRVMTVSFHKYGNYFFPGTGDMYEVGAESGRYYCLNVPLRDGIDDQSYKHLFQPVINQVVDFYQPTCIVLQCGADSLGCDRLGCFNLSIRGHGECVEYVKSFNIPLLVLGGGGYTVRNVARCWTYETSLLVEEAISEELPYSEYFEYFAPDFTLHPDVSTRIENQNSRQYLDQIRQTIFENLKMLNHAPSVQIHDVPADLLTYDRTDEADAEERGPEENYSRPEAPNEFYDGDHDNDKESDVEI
TMEM16A act = activators or potentiators of mouse TMEM16A chloride channel; HEK293 TMEM16A/YFP-H148Q/I152L, iodide quench fluorescence; hits give low values; 0.3% of 340,000 active; B-score at 10 µM; Q8BHY3;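 active = fluorescence-ratio B-score plate-corrected deviation score at least 3 library SD below zero, with starting fluorescence score within 5 deviations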;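 note: channel opened by trigger with iodide after compound preincubation; score built on the fluorescence ratio of max minus min over baseline; more negative score means more quench and so TMEM16A activation or potentiation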
KCNQ1 act = potentiators or activators of human KCNQ1 potassium channel; P51787; CHO-K1 KCNQ1, thallium flux FluxOR fluorescence; hits give high values; B-score at 10 µM; 0.35% of 310,000 active; AID 2648;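 active = fluorescence ratio B-score, a plate-corrected score, at least three library SD, with initial intensity B-score within 5 SD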
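assay system = KCNQ1-transfected CHO-K1 cells | medium = assay buffer with matched DMSO | probe or stimulus = depolarizing K+/Tl+ stimulus, K2SO4 and Tl2SO4 each 12.5 mM in 5x stock | dosing = single dose | incubation = dye 90 min, compound 20 min, room temperature | detection = kinetic FluxOR fluorescence, 10 s baseline plus 110 s post-stimulus | evaluation = ratio B score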
An asterisk follows results filed as active; i = inactive; u = inconclusive; x = no result given. This is a subset, so the mix of outcomes need not match the whole.

smiles | KCNK9 inh | KCNK3 inh | TRPC4 act | Dyrk1A ADPGlo | ANO1 block | TRPC4 potent | KCNQ1 block | hERG protect | HDAC3 inhib | TMEM16A act | KCNQ1 act
CC(=O)Nc1cc(C(=O)N2CCN(C)CC2)ccc1Sc1ccc(C)cc1 | i | i | i | -2 | i | i | i | -5 | 9 | i | i
Cc1ccc(S(=O)(=O)N2c3ccccc3-c3c(ssc3=S)C2(C)C)cc1 | i | i | i | -4 | i | i | i | -17 | 7 | i | i
CC1CCN(C2(O)C(=O)Nc3ccc(Br)cc32)CC1 (stereo not drawn) | i | i | i | x | i | i | i | -9 | -3 | i | i
Cc1cc(NC(=O)c2ccccc2)ncc1NC(=O)c1ccco1 | i | i | i | 8 | i | i | i | -12 | 3 | i | i
CSc1nnc(-c2sc3cc(C(F)(F)F)cnc3c2-c2cccnc2)n1C | i | i | i | -17 | i | i | i | -14 | -12 | i | i
Cc1ccc(S(=O)(=O)n2ccc(-c3ccc(OCc4c(F)cccc4Cl)cc3)n2)cc1 | i | i | i | -2 | i | i | i | -10 | 6 | i | i
CCCCN(CC)C(=O)Cn1nc(Cc2ccncc2)c2ccccc2c1=O | i | i | i | -2 | i | i | i | -7 | -3 | i | i
CCOc1ccc(N(CC(=O)NCc2ccc(F)cc2)C(=O)c2ccco2)cc1 | i | i | i | 0 | i | i | i | -6 | 1 | i | i
Cc1ccc(-c2noc(/C=C/c3ccccc3)n2)cc1 | i | i | i | 0 | i | i | i | -4 | -7 | i | i
Cc1nc2cc(Nc3nnc(-c4ccccc4)c4ccccc34)ccc2n1C | i | i | i | -3 | i | i | i | -9 | 5 | i | i
CCC1Oc2ccccc2N(CC(=O)NC2CCCCC2C)C1=O (stereo not drawn) | i | i | i | 4 | i | i | i | -8 | -4 | i | i
Cn1c(=O)c2c(nc(Oc3ccc4c(c3)OCO4)n2Cc2ccc(Br)cc2)n(C)c1=O | i | x | i | x | i | i | i | -11 | 2 | x | i
CCOC(=O)c1ccc(NC(=O)C23CCC(C)(C(=O)O2)C3(C)C)cc1 (stereo not drawn) | i | i | i | -12 | i | i | i | -14 | 4 | i | i
COc1ccc(C(=O)c2c3ccc(C(F)(F)F)cc3[n+]([O-])n2CCCC(N)=O)cc1 | i | i | i | 12 | i | i | i | -7 | -5 | i | i
CCOc1ccc2[nH]c(=O)c(C(c3nnnn3CC3CCCO3)N3CCc4ccccc4C3)cc2c1 (stereo not drawn) | i | i | i | 4 | i | i | i | -21 | -2 | i | i
CCOc1ccc(-c2nc(-c3ccccc3C)no2)cc1 | i | x | i | x | i | i | i | -8 | -1 | x | i
c1ccc(-c2nnc3sc(CN4CCc5ccccc54)cn23)cc1 | i | i | i | x | i | i | i | 4 | u | i | i
CCCCn1c(/N=C/c2ccc3c(c2)OCO3)nc2ccccc21 | i | i | i | 0 | i | i | i | 0 | 0 | i | i
C=CCSc1nc2c(c(C3CC=CCC3)c1C#N)CCC2 (stereo not drawn) | -7.7* | i | i | 6 | i | i | 6* | -3 | 0 | i | i
O=C(COc1cccc(C(F)(F)F)c1)NCCCN1CCCC1=O | i | i | i | 4 | i | i | i | -9 | -2 | i | i

Only TRPC4 act (2 entries from above):
smiles	TRPC4 act
CCOc1ccc(N(CC(=O)NCc2ccc(F)cc2)C(=O)c2ccco2)cc1	i
CCOc1ccc2[nH]c(=O)c(C(c3nnnn3CC3CCCO3)N3CCc4ccccc4C3)cc2c1 (stereo not drawn)	i

The listing picks up, repeating the two entries before the break.
smiles | KCNK9 inh | KCNK3 inh | TRPC4 act | Dyrk1A ADPGlo | ANO1 block | TRPC4 potent | KCNQ1 block | hERG protect | HDAC3 inhib | TMEM16A act | KCNQ1 act
C=CCSc1nc2c(c(C3CC=CCC3)c1C#N)CCC2 (stereo not drawn) | -7.7* | i | i | 6 | i | i | 6* | -3 | 0 | i | i
O=C(COc1cccc(C(F)(F)F)c1)NCCCN1CCCC1=O | i | i | i | 4 | i | i | i | -9 | -2 | i | i
Cc1cc(Br)cc(C)c1OCC(=O)NNC(=O)c1cccs1 | i | i | i | 6 | i | i | i | -4 | 2 | i | i
COc1ccc(C(=O)Nc2ccccc2)cc1NC(=O)c1cccs1 | i | i | i | 0 | i | i | i | -7 | -1 | i | i
CCN(CC(=O)Nc1cc(Cl)ccc1C)C(=O)C1CC(=O)N(Cc2ccccc2)C1 (stereo not drawn) | i | i | i | x | i | i | i | -1 | -3 | i | i
Cc1cc(N=Nc2ccc(Cl)cc2)cc(CN2CCCC2)c1O | i | i | i | x | i | i | i | -9 | 4 | i | i
CCCCCN(C(=O)CCC(=O)OCCOc1ccc(OC)cc1)c1c(N)n(CCCC)c(=O)[nH]c1=O | i | i | i | -8 | i | i | i | -15 | -2 | i | i
O=C(c1ccc(-c2ccccc2)c(F)c1)C1CCCN(CCCn2cccn2)C1 (stereo not drawn) | i | i | i | 1 | i | i | i | -14 | 1 | i | i
CCCC(=O)Nc1ccc(-c2cn3cccnc3n2)cc1 | i | i | i | 3 | i | i | i | -2 | -118 | i | i
C=CCNC(=O)c1ccccc1NC(=O)c1ccc(Cl)c(S(=O)(=O)Nc2cc(C)ccc2C)c1 | i | i | i | -5 | i | i | i | -10 | 11 | i | i
C[C@H](NC(=O)c1ccccc1F)C(=O)N1CCC2(CC1)NCCc1[nH]cnc12 | i | i | i | 5 | i | i | i | -5 | -6 | i | i
Cc1cccc(NC(=O)/C(C#N)=C/c2ccccc2O)n1 | i | i | i | -3 | x | i | i | 0 | x | i | i
Cc1cc(=O)oc(C)c1C(=O)NCCCN1C(C)CCCC1C (stereo not drawn) | i | i | i | 3 | i | i | i | -6 | 2 | i | i
Cc1nnc(SCC(=O)NC(=O)NC(C)(C)C)n1N | i | i | i | 0 | i | i | i | -12 | 3 | i | i
NC(=O)c1c(NC(=O)CN2CCCC2)sc2c1CCCC2 | i | i | i | 8 | i | i | i | -7 | 1 | i | i
Cc1cc(C)c(S(=O)(=O)NCc2ccc3c(c2)OCO3)cc1C | i | i | i | x | i | i | i | -7 | -4 | i | i
COc1ccc(/C=C/C(=O)NCCCN2CCCC2)cc1 | i | i | i | 1 | i | i | i | -4 | -2 | i | i
O=C(O)/C=C/C(=O)Nc1ccccc1SC(F)(F)F | i | i | i | -10 | i | i | i | -12 | x | i | i
FC(F)c1nnc2c(Cl)cc(C(F)(F)F)cn12 | i | i | i | 0 | i | i | i | 6.4* | 3 | i | i
COc1ccc(-c2noc(CN(C)C(=O)Nc3ccccc3)n2)cc1 | i | i | i | 1 | i | i | i | -7 | 3 | i | i
CC(=O)Nc1ccc(Nc2nc(Cl)nc(Nc3ccc(NC(C)=O)cc3)n2)cc1 | i | i | i | 1 | i | i | i | -33 | -3 | i | i
Cc1ccc(OCc2nnc(SCCN3CCOCC3)n2C)cc1 | i | i | i | 10 | i | i | i | -2 | 3 | i | i
CC1CN(C(=O)CCNC(=O)c2ccc(Cl)cc2)CC(C)O1 (stereo not drawn) | i | i | i | 4 | i | i | i | -10 | 0 | i | i
Cc1sc2ncn(CCC(=O)O)c(=O)c2c1C | i | i | i | 7 | i | i | i | -6 | 0 | i | i
COc1ccc(OC)c(NC(=O)CSc2nnc(Cn3c(=O)sc4ccccc43)n2C)c1 | x | i | x | 1 | i | x | x | x | -4 | i | x
O=C(Nc1nccs1)C1Cc2ccccc2CN1S(=O)(=O)c1ccc(F)cc1 (stereo not drawn) | i | i | i | -8 | i | i | i | -14 | u | i | i
O=C(NC1CCCC1)c1ccc(CS(=O)Cc2ccccc2Cl)o1 (stereo not drawn) | i | i | i | -6 | i | i | i | -5 | -1 | i | i
CCOC(=O)/C(C(N)=NCCO)=C(/O)c1ccccc1 | i | i | i | -6 | i | i | i | -4 | 0 | i | i
Cc1ccc(NC(=O)Nc2ccc(F)cc2)cc1Cl | i | i | i | 3 | i | i | 10* | -7 | 5 | i | i
CCCOc1ccc(/C=C/C(=O)Nc2ccc([N+](=O)[O-])cc2C)cc1OC | i | i | i | 1 | i | i | i | -3 | 7 | i | i
COc1ccc(N(C(=O)c2snc(C(N)=O)c2N)C(C(=O)NC2CCCC2)c2ccco2)cc1 (stereo not drawn) | i | i | i | -7 | i | i | i | -10 | 0 | i | i
Cc1cccc(N/N=C2/COC(C)(C)CC2=O)c1 | i | i | i | -5 | i | i | i | -4 | -4 | i | i
N#CC1(C#N)C(C(=O)C23CC4CC(CC(C4)C2)C3)C12CCOCC2 (stereo not drawn) | i | i | i | x | i | i | i | 0 | -3 | i | i
COc1ccccc1NS(=O)(=O)c1ccc2c(c1)n(C)c(=O)n2C | i | i | i | -1 | i | i | i | -4 | 3 | i | i
COC(=O)[C@@H]1C[C@@]2(O)[C@@H](O)[C@@H](O)[C@@H](O)C[C@H]2N1Cc1cc(OC)cc(OC)c1 | i | i | i | 6 | i | i | i | -7 | 1 | i | i
CS(=O)(=O)N(CC(=O)NC1CCCCCC1)Cc1ccccc1 | i | i | i | 0 | i | i | i | -5 | 0 | i | i
O=C(C[n+]1ccccc1)N/N=C/c1cccc(Cl)c1Cl | i | i | i | 2 | i | i | i | -9 | 1 | i | i
Nc1ccc2c(c1)C(=O)C(=O)c1ccccc1-2 | i | i | i | 89* | 25* | i | i | 6.9* | -2 | i | i
O=C(CNCc1ccc(F)cc1)Nc1ccccc1-c1ccccc1 | i | i | i | 5 | i | i | i | -12 | 5 | i | i
CCNC(=S)N/N=C/c1ccc(-c2ccccc2)o1 | i | i | i | 9 | i | i | i | -9 | 4 | i | i
CC(C)CC(=O)N1CCN(Cc2ccccc2Br)CC1 | i | i | i | x | i | i | i | -5 | -4 | i | i
O=C(NCCC1=CCCCC1)c1ccc([N+](=O)[O-])cc1 | i | i | i | 2 | i | i | i | -6 | 2 | i | i
COCOc1ccc(-c2oc3c(C/C=C(\C)CCC=C(C)C)ccc(O)c3c(=O)c2OCOC)c(OCOC)c1 | i | x | i | x | i | i | i | -6 | 0 | x | i
CCc1nnc(NC(=O)c2ccc(COc3ccccc3C)o2)s1 | i | i | i | 1 | i | i | i | -5 | -5 | i | i
O=C(Nc1ccccc1C(=O)O)c1ccc(Br)o1 | i | i | i | 3 | i | i | i | 1 | 8 | i | i
COc1ccc(CNC(=O)COC(=O)[C@H](Cc2c[nH]c3ccccc23)NC(=O)c2cccs2)cc1 | i | i | i | 4 | i | i | i | -11 | -4 | i | i

Structures above printed as active in KCNK9 inh.
structure	KCNK9 inh	KCNK3 inh	Dyrk1A ADPGlo	TRPC4 potent	KCNQ1 block	HDAC3 inhib	TMEM16A act	KCNQ1 act
C=CCSc1nc2c(c(C3CC=CCC3)c1C#N)CCC2 (stereo not drawn)	-7.7*	i	6	i	6*	0	i	i
